Bioassay records deposited in PubChem by Sanford-Burnham Center for Chemical Genomics.
mIAP block = mouse IAP inhibition; purified mouse IAP, CDP-Star luminescence, 30 min; 330,000 compounds, 0.2% hits; AID 2806; inhibition, % at 10 µM;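 active = inhibition of at least 40% at 10 µM in the primary screen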;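 also: plate controls were DMSO with enzyme for no effect and no enzyme wells for full effect; values of inactives mirror those of a sister screen read the other way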
hIAP act = increases human intestinal alkaline phosphatase activity. activation factor at 10 µM. purified human IAP, CDP-Star luminescence, 30 min; active compounds read high; 1 = vehicle-only enzyme, 0 = enzyme-free background. AID 2524. 330,000 compounds, 0.16% hits. P09923;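 active = activation factor of the enzyme at least 2-fold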; also: the source names both 10 and 20 µM as test concentration; values of inactives mirror those of a sister screen read the other way
ATG4B inh = blocks human ATG4B protease cleavage of LC3 substrate; Q9Y4P1; ATG4B cleavage of LC3-PLA2, NBD-HPC fluorescence, 1 h; inhibition, % at 8.33 µM; 340,000 compounds, 0.51% hits; AID 504462; in the data active = inhibition above about 40%
NALP3 yeast inh = NALP3 inhibition in yeast. inhibition, % at 10 µM. 330,000 compounds, 0.39% hits. Yeast reconstituted NLRP3/ASC/caspase-1, beta-gal luminescence, 24 h;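 active = inhibition of 50% or more; inactive = inhibition below 50%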;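 also: plate controls were induced DMSO wells for no effect and uninduced yeast grown without galactose for full effect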
tim10-1 inh = tim10-1 yeast growth inhibition; S. cerevisiae tim10-1 ts strain growth, BacTiter-Glo, 24 h; inhibition, % at 20 µM; 330,000 compounds, 2.2% hits;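 active = inhibition of at least 40%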;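 also: mutant grown at 25 °C; 0% = DMSO wells with yeast and 100% = wells holding no yeast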
TIM10 inh = inhibits growth of TIM10 yeast strain. S. cerevisiae TIM10 strain growth, BacTiter-Glo luminescence, 24 h. inhibition, % at 10 µM. 330,000 compounds, 1.4% hits;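 active = inhibition of 40% or more at the single tested concentration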;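 also: wild-type TIM10 isogenic control strain grown at permissive 25 °C; 0% = DMSO yeast wells and 100% = minimal medium wells without yeast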
Apaf1 inhib = human Apaf-1 inhibition; 330,000 compounds, 0.71% hits; AID 489030; inhibition, % at 20 µM; reconstituted apoptosome caspase-3 activity, DEVD-Rh110 fluorescence; active = inhibition of at least 40% at 20 µM;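 also: plate controls were DMSO wells for no effect and DEVD-CHO caspase inhibitor wells for full effect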
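Material: reconstituted apoptosome with Apaf-1, cytochrome c, caspase-9, procaspase-3, dATP / Buffer or medium: pH 7.5 Hepes buffer with CHAPS, BSA, DTT / Also added: cytochrome c with DEVD-Rh110 / Schedule: compound with Apaf-1, dATP, procaspase-3 30 min, then 50 min reaction, room temperature / Technique: rhodamine 110 fluorescence at Ex 480/Em 540 nm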
mIAP activ = increases mouse intestinal alkaline phosphatase activity | activation factor at 10 µM | muIAP, CDP-Star luminescence, 30 min; active compounds read high; 1 = vehicle-only enzyme signal, 0 = enzyme-free wells | 330,000 compounds, 0.24% hits;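 active = activation factor of at least 2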; also: the source names both 10 and 20 µM as test concentration; values of inactives mirror those of a sister screen read the other way
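System: Mouse IAP enzyme | Also added: CDP-Star substrate | Dosing: Compounds dispensed in DMSO | Schedule: 30 min enzyme-substrate-compound incubation at room temperature | Technique: Chemiluminescence readout | Control set: DMSO-only wells and no-enzyme negative control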
hIAP inh = blocks human intestinal alkaline phosphatase | P09923 | purified IAP, CDP-Star luminescence, 30 min | inhibition, % at 10 µM | 330,000 compounds, 0.12% hits;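 active = inhibition reaching a set limit with compound at 10 µM in the primary screen, cut at about 35% in these data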;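 also: plate controls were DMSO wells with enzyme for no effect and no-enzyme buffer wells for full effect; values of inactives mirror those of a sister screen read the other way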
Active calls of the source: *; . = not tested or not shown.

SMILES	mIAP block	hIAP act	ATG4B inh	NALP3 yeast inh	tim10-1 inh	TIM10 inh	Apaf1 inhib	mIAP activ	hIAP inh
Cc1ccccc1C(=O)O/N=C(\N)c1ccccc1	10	0.91	1	23	55*	53*	2	0.9	9
CC1=NCC(C)c2c1[nH]c1ccccc21 (stereo not given)	3	0.99	8	1	1	0	8	0.97	1
CCOC(=O)CNc1nc(-c2ccncc2)nc2ccccc12	3	1	-13	13	19	16	8	0.97	-5
Cc1cccc(NC(=O)CN(C)S(=O)(=O)c2cccc3nsnc23)c1C	4	0.97	-3	1	22	-1	4	0.95	3
CCNC(=O)CCSc1nnc(-c2ccco2)o1	-2	0.97	6	5	-8	0	-1	1	3
CC(C)C(=O)Nc1cccc(NC(=S)NC(=O)c2ccccc2Cl)c1	14	1.1	13	12	9	2	7	0.86	-10
COc1ccccc1NS(=O)(=O)c1ccc(C)c(NC(=O)C2CCCO2)c1 (stereo not given)	4	0.9	-7	5	-8	4	-2	0.96	10
CSCCC(NC(=O)c1ccco1)C(=O)NCc1ccc2c(c1)OCO2 (stereo not given)	5	1.1	-8	7	-27	-19	1	0.95	-9
O=C(CS(=O)(=O)c1cccc(C(F)(F)F)c1)Nc1ccccc1Cl	-1	0.73	-5	1	22	-22	-2	1	27
CC(C(=O)NC1CCCCCC1)N(c1ccccc1)S(C)(=O)=O (stereo not given)	1	1.1	-4	-2	24	-20	12	0.99	-11
Cc1nc(SC(C)C(=O)Nc2cccc(C(F)(F)F)c2)c2c(C)c(C(=O)O)sc2n1 (stereo not given)	-1	1.1	-11	-12	3	7	14	1	-5
CCc1ccc(S(=O)(=O)c2cn(C)c3cc(OC)c(OC)cc3c2=O)cc1	2	1.1	-2	10	5	7	0	0.98	-5
CC(=O)c1cccc(NC(=O)c2ccc([N+](=O)[O-])o2)c1	2	0.86	-9	16	65*	47*	-7	0.97	14
COCCCNC(=O)C(C#N)c1nc2ccccc2nc1N1CCCC1 (stereo not given)	8	0.97	-3	0	11	17	9	0.92	3
Cc1ccc(CNC(=O)C(NS(=O)(=O)c2cccc3nsnc23)c2ccccc2)cc1 (stereo not given)	5	1	4	12	24	11	0	0.95	-1
CC1Cc2ccccc2N1C(=O)c1cc2sccc2n1Cc1ccccc1 (stereo not given)	-4	1.2	8	-4	31	9	14	1	-18
CC(=O)CSc1nc2c(c(=O)[nH]c(=O)n2C)n1Cc1ccccc1Cl	0	1.1	5	7	0	-9	-8	1	-6
COc1cccc2c1OCC(CN1CCN(Cc3ccccc3F)C(CCO)C1)=C2 (stereo not given)	-8	1.2	0	10	22	1	1	1.1	-17
CC(NS(=O)(=O)c1ccc(Cl)cc1)C(=O)Nc1ccc2c(c1)OCCO2 (stereo not given)	2	1.1	6	15	-33	16	0	0.97	-5
Cc1oc(-c2cccs2)nc1CN1CCN(CC(C)C)C(CCO)C1 (stereo not given)	-6	1.1	-5	25	13	2	7	1.1	-11
COc1cccc(CN2CCNC(=O)C2CC(=O)NCCc2nc(C)c(C)s2)c1OC (stereo not given)	12	1.3	-11	0	17	0	12	0.88	-25
Cc1cn2c(-c3ccncc3)nnc2s1	4	0.88	1	6	16	0	-14	0.96	12
CC(=O)Oc1c(C)c2c3c(c1OC(C)=O)[C@@H](C)CC[C@@H]3[C@@H](C)C[C@H]2C=C(C)C	8	0.91	-5	12	8	3	8	0.92	9
CC(=O)/C(C#N)=C1\NC(=O)C(Cc2ccc(F)cc2)S1 (stereo not given)	-3	1.1	-4	5	-3	-3	-2	1	-11
CCCCCCC(=O)N/N=C/c1ccco1	7	1.1	5	-2	-17	-19	0	0.93	-13

Next part; the last 5 above are carried over.
SMILES	mIAP block	hIAP act	ATG4B inh	NALP3 yeast inh	tim10-1 inh	TIM10 inh	Apaf1 inhib	mIAP activ	hIAP inh
COc1cccc(CN2CCNC(=O)C2CC(=O)NCCc2nc(C)c(C)s2)c1OC (stereo not given)	12	1.3	-11	0	17	0	12	0.88	-25
Cc1cn2c(-c3ccncc3)nnc2s1	4	0.88	1	6	16	0	-14	0.96	12
CC(=O)Oc1c(C)c2c3c(c1OC(C)=O)[C@@H](C)CC[C@@H]3[C@@H](C)C[C@H]2C=C(C)C	8	0.91	-5	12	8	3	8	0.92	9
CC(=O)/C(C#N)=C1\NC(=O)C(Cc2ccc(F)cc2)S1 (stereo not given)	-3	1.1	-4	5	-3	-3	-2	1	-11
CCCCCCC(=O)N/N=C/c1ccco1	7	1.1	5	-2	-17	-19	0	0.93	-13
CCn1cc(Br)c(C(=O)NC(=S)Nc2ccc(C(=O)OC)cc2)n1	10	0.96	4	7	13	-9	-5	0.9	4
COc1ccc(N2CCN(C(=O)c3cc4c(-c5cccc(OC)c5)nn(C)c4s3)CC2)cc1	7	1.3	-18	29	32	9	16	0.93	-26
COc1ccc(OC)c(C2C(C(=O)c3ccco3)=C(O)C(=O)N2CCN2CCOCC2)c1 (stereo not given)	11	1.2	.	1	2	-6	-9	0.89	-21
Cc1ccc(NC(=O)c2ccccc2N(C)S(C)(=O)=O)cc1C	-12	1.2	-8	8	8	-3	2	1.1	-25
CSc1nnc(NC(=O)c2nc(S(=O)(=O)Cc3ccccc3F)ncc2Cl)s1	9	0.77	-3	-5	14	8	3	0.91	24
CCOc1ccc(NC(=O)c2sccc2-n2cccc2)cc1	10	1	2	7	29	19	-4	0.9	-1
Cc1csc2ncc(C(=O)NCc3ccccn3)c(=O)n12	-2	1	12	7	-11	14	8	1	-2
CCOc1ccc(N2CC(C(=O)N3CCCc4ccccc43)CC2=O)cc1 (stereo not given)	7	1.3	-2	8	41*	14	13	0.93	-26
Cc1cc(NC(=O)/C=C/c2ccccc2Cl)n(-c2nc3ccccc3[nH]2)n1	-8	1.3	-2	3	13	15	-10	1.1	-30
Cc1oc(C(C)(C)C)cc1C(=O)Nc1ccc2c(c1)OCCO2	-19	1.2	3	23	21	27	18	1.2	-22
COc1ccc(OC)c(NC(=S)N2CCc3ccccc3C2)c1	-10	0.93	3	19	32	17	-1	1.1	7
CC(C)(C)OC(=O)NCc1ccc(NC(=O)c2nc[nH]c2C(=O)N[C@@H](Cc2ccccc2)C(=O)OC(C)(C)C)cc1	21	1.3	-16	9	0	9	22	0.79	-33
N=c1oc2ccc(Cl)cc2cc1C(=O)NC1CCCCCC1	2	1.2	1	-2	26	20	11	0.98	-15
COC(=O)C1=C(C)N(C)C(C)=C(C(=O)OC)C1c1ccccn1	3	1	-5	25	6	-2	-13	0.97	-3
CC(NC(=O)CN1CCOCC1)c1ccccc1 (stereo not given)	5	1.1	4	7	8	1	-15	0.95	-6
Cn1c(N)c(C(=O)COC(=O)c2ccco2)c(=O)n(C)c1=O	8	0.94	-8	3	4	9	-4	0.92	6
O=C(Nc1cccc(Cl)c1)N(CCCN1CCOCC1)Cc1ccccc1F	-53	0.95	0	8	7	-12	-13	1.5	5
Cc1ccc(C2=NS(=O)(=O)N(C)C(C(=O)NC3CCCCC3)=C2)cc1	3	1	-21	7	16	8	9	0.97	0
O=C(Nc1cnn(Cc2c(Cl)cccc2Cl)c1)C(c1ccccc1)c1ccccc1	-36	1.2	2	13	8	-7	26	1.4	-21
CN=C(Nc1cc(C)nn1-c1ccccc1)c1ccc(F)cc1	-10	1.1	-3	2	-1	-2	-4	1.1	-9
CCN(CC)CCN1C(=O)c2ccccc2NC1c1ccc(F)cc1 (stereo not given)	7	0.94	-4	15	2	3	-7	0.93	6
COc1ccccc1/C=C/C=N/NC(=O)c1ccccn1	2	1.2	2	45	1	2	7	0.98	-18
CC1=C(C(N)=O)C(c2sccc2C)n2nnnc2N1 (stereo not given)	-9	0.95	-6	13	5	6	-1	1.1	5
COc1cc(OC)c(/C=N/n2c(C3CCCCC3)n[nH]c2=S)c(OC)c1	-8	1	-5	19	6	5	11	1.1	-4
O=C(COC(=O)Cn1[nH]c(=O)c2ccccc2c1=O)Nc1c(Cl)cccc1C(F)(F)F	4	0.89	1	6	-22	-4	-7	0.96	11
SMILES	mIAP block	hIAP act	ATG4B inh	NALP3 yeast inh	tim10-1 inh	TIM10 inh	Apaf1 inhib	mIAP activ	hIAP inh
CCOc1ccc(C(=O)OCC(=O)N2CC(C)OC(C)C2)cc1OCC (stereo not given)	3	1.1	3	3	10	1	3	0.97	-14
CC(OC(=O)C1CCCC1)C(=O)Nc1ccc(S(N)(=O)=O)cc1 (stereo not given)	-8	1.2	7	22	-24	0	-3	1.1	-25
Cc1ccc(-c2cn3c(n2)CCCC3)cc1	-6	1.3	-13	0	15	-11	2	1.1	-29
COc1ccc(OC)c(NC(=O)CCN2CCCCCC2)c1	-12	1	0	-6	12	-14	6	1.1	-4
C=CCn1c(COc2ccc(F)cc2)nnc1SCC(=O)N1CC(=O)Nc2ccccc21	6	0.98	-6	22	10	3	-19	0.94	2
Cc1ccccc1-n1nnnc1SC(C)C(=O)NC1CCCc2ccccc21 (stereo not given)	-6	0.78	13	19	30	29	2	1.1	22
CCOC(=O)CC1C(=O)NCCN1C(=O)c1cc2c(=O)n3ccccc3nc2s1 (stereo not given)	1	0.85	.	4	4	2	-3	0.99	15
COc1ccc(Cn2c(O)c(/C=C3/C=CC=N3)c(=O)[nH]c2=O)cc1	12	0.89	-3	19	-39	24	-15	0.88	12
Oc1ccc(C2=NNC(c3ccc(O)cc3)=NN2)cc1	10	1.1	7	6	-9	9	-5	0.9	-9
COC(=O)c1c(N)sc(C(=O)NCCc2ccccc2)c1C	2	1.3	3	17	-30	-3	-10	0.98	-32
CC(=O)NCCn1ccc2ccccc21	-4	0.98	2	9	14	-12	0	1	2
O=C(/C=C/c1ccc(Cl)cc1)Nc1ccc(S(=O)(=O)Nc2ncccn2)cc1	12	1.2	-5	21	-1	6	3	0.88	-23
O=S(=O)(c1ccccc1)c1ccc(NCc2ccco2)cc1	-1	0.92	7	-27	43*	42*	-8	1	8
O=C(NNC(=O)c1ccc([N+](=O)[O-])cc1)c1ccc(F)cc1	-4	0.88	-1	9	-6	-7	8	1	12
NC(=S)N/N=C/c1ccccc1OC(=O)c1cc2ccccc2oc1=O	-9	1.7	-8	5	-14	-9	0	1.1	-66
CCOC(=O)c1cccc(C(=O)Nc2nc3ccc(OC)cc3s2)n1	7	1.3	-4	33	20	7	17	0.93	-32
COc1ccc(NC(=O)c2c3c(nc4ccccc24)CCC3)cc1	4	1.1	5	5	-6	-30	-3	0.96	-8
O=C(Cn1c(=O)n(Cc2ccccc2)c(=O)c2ccccc21)NCc1ccco1	-2	1.2	-2	14	4	-10	13	1	-18
COc1ccc(C(=O)OCC(=O)NC(=O)NC2CCCC2)c(O)c1	-9	0.98	-3	13	25	33	-18	1.1	2
Cc1ccc(C(C(=O)Nc2ccc(C(C)C)cc2)N(C)C(=O)c2ccc(=O)[nH]c2)cc1 (stereo not given)	13	1.2	2	17	9	8	15	0.87	-17
O=C(O)c1ccc(CSc2nnc(SCc3ccccc3)s2)cc1	4	1.1	3	22	12	18	0	0.96	-6
CCCCCCCCCCCCN1[C@@H](CC(=O)OC)c2cc(F)ccc2S1(=O)=O	26	0.86	-6	16	-21	-2	17	0.74	14
COc1ccc2nc(Cl)c(C3CC(c4ccco4)=NN3C(=O)CCC(=O)O)cc2c1 (stereo not given)	2	1	-7	6	6	0	13	0.98	-2
CCOc1ccc2nc(S(N)(=O)=O)sc2c1	8	1	-5	9	9	-1	2	0.92	0
